# SMARCA2 activ: activators of SMARCA2 function; AID 652017; MG213 cells, MMTV-luciferase reporter, dexamethasone, overnight; activation, % at 9.1 µM; hit rate 1% among 370,000; in the data active = activation above about 7.8%;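 also: 0% = vehicle wells and 100% = reference activator wells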
# DAX1 inh-1: inhibitors of DAX1 repression of SF-1 activated StAR promoter; HEK293T StAR-luciferase reporter, SF-1/DAX-1 repression relief; inhibition, % at 6.8 µM; hit rate 1.1% among 370,000; AID 652010;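 active = inhibition above the mean over all tested compounds plus 3 SD, cut at about 3.6% in these data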;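 also: 0% = DAX-1 cells with DMSO and 100% = cells lacking DAX-1 with DMSO; higher inhibition means more luminescence from relief of DAX-1 repression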
# DAX1 inh-2: inhibitors of human orphan nuclear receptor DAX1 (NR0B1); AID 504766; P51843; HEK293 Gal4-DAX1 luciferase reporter, luminescence; hit rate 0.99% among 340,000; inhibition, % at 6.75 µM;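 active = inhibition above the mean over all tested compounds plus 3 SD, cut at about 4.2% in these data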;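 also: 0% = DAX1-transfected cells with DMSO and 100% = empty-vector control cells with DMSO; inhibition shows as a rise in luminescence from relieved DAX1 repression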
# Target sequence (P51843 207-470 limits assumed): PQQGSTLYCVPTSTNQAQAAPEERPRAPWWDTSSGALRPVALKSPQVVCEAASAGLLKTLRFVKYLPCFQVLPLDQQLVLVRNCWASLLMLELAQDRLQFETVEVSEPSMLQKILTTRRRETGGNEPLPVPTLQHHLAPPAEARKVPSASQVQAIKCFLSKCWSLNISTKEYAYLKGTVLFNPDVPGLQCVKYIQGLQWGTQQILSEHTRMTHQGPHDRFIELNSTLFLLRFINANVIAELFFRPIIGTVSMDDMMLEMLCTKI
# FXN GAA850 act: frataxin GAA850 promoter activation; HEK293 lucGAA850 FXN promoter luciferase reporter, 24 h; percent of 10 µM SAHA response; activation, % at 6 µM; hit rate 0.56% among 360,000;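 active = activation above the average of all compounds screened plus 3 SD, cutoff fixed separately per campaign, cut at about 7.5% in these data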;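 also: 0% = DMSO wells and 100% = 10 µM SAHA wells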
# KLK7 zymogen act: activators of human kallikrein-7 zymogen; P49862; purified proKLK7, EDANS-DABCYL substrate fluorescence; 100% is mature enzyme control, 0% vehicle; hit rate 0.9% among 370,000; AID 652039; activation, % at 7 µM;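 active = activation above the mean of all tested compounds plus 3 SD, computed per campaign excluding outliers beyond control limits, cut at about 13% in these data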
# Target sequence (P49862 whole entry, looked up): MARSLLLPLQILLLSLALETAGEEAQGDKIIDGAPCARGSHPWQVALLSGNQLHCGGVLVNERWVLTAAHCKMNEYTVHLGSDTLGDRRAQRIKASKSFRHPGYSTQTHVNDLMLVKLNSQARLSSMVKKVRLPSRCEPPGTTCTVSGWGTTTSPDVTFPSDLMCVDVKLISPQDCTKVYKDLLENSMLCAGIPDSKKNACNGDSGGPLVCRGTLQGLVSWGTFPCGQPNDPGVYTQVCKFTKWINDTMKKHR
# hcDAF-12 act: H. contortus DAF-12 activation, primary screen | hit rate 1.4% among 370,000 | HEK293 hcDAF-12 lit1-tk-luc reporter, luminescence; 0% DMSO, 100% Δ7-dafachronic acid | activation, % at 6.8 µM;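 active = activation above the mean of all tested compounds plus 3 SD, cut at about 5.5% in these data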;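 also: 100% = response to 3 µM Δ7-dafachronic acid high control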
# GC-B act: GC-B (human) receptor activation; P20594; hit rate 0.11% among 370,000; activation, % at 10 µM; HEK293-GC-B cells, CNP EC30, cGMP TR-FRET; 0% at EC30 CNP, 100% saturating CNP; AID 1920062;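 active = activation at 10 µM reaching about 35% in either raw or pattern-adjusted values, limit read from the data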
# ssDAF-12 act: activates DAF-12 receptor from parasite S. stercoralis; HEK293 ssDAF-12/GRIP1 lit1-tk-luc reporter, luminescence; % of 3 µM dafachronic acid response; AID 652126; hit rate 1% among 370,000; activation, % at 6.8 µM;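 active = activation above the mean over all tested compounds plus 3 SD, cut at about 0.9% in these data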;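 also: 0% = DMSO-only wells and 100% = 3 µM delta7-dafachronic acid wells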
# hgDAF12 agonist: agonists of H. glycines DAF-12 nuclear receptor | activation, % at 6.8 µM | AID 687014 | hit rate 1.8% among 370,000 | HEK293 GAL4-hgDAF12 UAS-luciferase reporter, agonist luminescence; normalized to butyrate control;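 active = activation above a cutoff set at the mean of all screened compounds plus 3 SD, cut at about 10% in these data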;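 also: 0% = DMSO wells and 100% = sodium butyrate wells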
# sPLA2-III inh: Inhibits HGIII-sPLA2 liposome hydrolysis, primary screen; QFRET BODIPY PC-A2 liposome hydrolysis, fluorescence; AID 743126; hit rate 0.56% among 370,000; inhibition, % at 12.2 µM;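 active = inhibition above mean plus 3 SD of compounds lying within the high and low control bounds, cut at about 19% in these data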;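 also: 0% = median of test compound wells and 100% = no enzyme DMSO wells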
# Target sequence (Q9NZ20 whole entry, looked up): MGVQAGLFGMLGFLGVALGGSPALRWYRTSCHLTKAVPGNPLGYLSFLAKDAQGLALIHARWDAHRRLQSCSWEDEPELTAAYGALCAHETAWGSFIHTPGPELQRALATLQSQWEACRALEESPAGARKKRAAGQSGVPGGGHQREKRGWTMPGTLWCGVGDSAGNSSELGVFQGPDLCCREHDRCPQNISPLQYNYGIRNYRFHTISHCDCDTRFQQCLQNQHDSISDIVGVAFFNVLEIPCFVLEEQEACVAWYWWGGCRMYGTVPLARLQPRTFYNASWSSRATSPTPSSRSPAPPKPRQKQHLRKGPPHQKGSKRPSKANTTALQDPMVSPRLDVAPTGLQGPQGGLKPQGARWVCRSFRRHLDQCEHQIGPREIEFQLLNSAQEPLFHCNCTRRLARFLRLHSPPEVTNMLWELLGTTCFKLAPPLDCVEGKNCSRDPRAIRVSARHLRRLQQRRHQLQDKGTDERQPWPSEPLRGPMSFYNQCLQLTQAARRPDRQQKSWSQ
# NPR1 activator: GC-A (human) enzyme activation; activation, % at 10 µM; P16066; hit rate 0.14% among 370,000; HEK293 GC-A cells, cGMP TR-FRET, EC30 ANP; 0% at EC30 ANP, 100% saturating ANP; in the data active = activation above about 40%
# Numbers without * were called inactive; nt = not tested or not shown.
SMILES,SMARCA2 activ,DAX1 inh-1,DAX1 inh-2,FXN GAA850 act,KLK7 zymogen act,hcDAF-12 act,GC-B act,ssDAF-12 act,hgDAF12 agonist,sPLA2-III inh,NPR1 activator
c1ccc(CCn2nnnc2C(c2cccs2)N2CCN(Cc3ccc4c(c3)OCO4)CC2)cc1 (stereo unspecified),-3,-0.6,-0.2,-0.9,0.7,-3.1,-9,-1.3,3.6,-17,-9
CC(=O)N1N=C(c2ccccc2)OC1(C)CC(=O)Nc1ccccc1 (stereo unspecified),-1,0.0,-1.0,1.4,-0.3,0.9,-3,-0.9,-0.7,-2,-1
COc1ccc(S(=O)(=O)Nc2ccc3ccccc3c2)cc1C,2,-0.8,-0.4,2.8,-0.8,-1.3,0,-1.4,-1.0,-57,-4
Cc1c(NC(=O)/C=C/c2cccs2)c(=O)n(-c2ccccc2)n1C,-1,-0.4,1.0,-0.7,0.1,-1.4,0,-1.4,1.4,5,2
N#CC(C(=O)O)=C1CCCC1,1,0.4,0.3,0.5,-0.2,0.5,4,-0.3,0.0,9,3
CCOc1ccc(/C=C/C(=O)c2ccc(-c3ccccc3)cc2)cc1,-1,0.1,-1.4,2.5,-0.1,-1.3,2,-1.3,0.5,-3,-2
CC1(Cc2ccc(Cl)cc2)C(=O)Nc2c(Cl)ccc(Cl)c21 (stereo unspecified),2,1.1,nt,2.3,-0.1,-2.1,-7,-1.1,-0.2,-3,-11
COc1ccc(C(=O)n2cnc(N)n2)cc1,-3,-0.4,-2.3,1.6,-0.1,0.0,4,-1.4,0.6,0,6
CC(NC(=O)c1ccc(S(C)(=O)=O)cc1)c1cccc2ccccc12 (stereo unspecified),-2,-0.2,-0.4,0.3,1.0,-0.5,2,-1.2,-0.8,-7,1
O=C(COC(=O)c1ccc(S(=O)(=O)Nc2ccccc2)cc1)NCCC1=CCCCC1,-2,-0.3,2.5,1.1,0.5,0.5,-7,-0.5,-0.7,-36,-5
COCCN(C(=O)CSc1ncccn1)c1c(N)n(Cc2ccccc2)c(=O)[nH]c1=O,0,1.4,1.6,0.8,8.0,-1.5,1,-1.2,-1.2,1,2
C/C(=N\Nc1ccc(Cl)c(C(=O)O)c1)c1ccc(Br)s1,3,0.2,2.4,-0.6,-0.3,1.8,-2,-0.2,3.4,-17,2
CC(=O)Nc1ccc(NC(=O)CSc2ncc(C(=O)Nc3ccc(F)cc3)c(=O)n2C)cc1,2,1.0,0.8,4.9,-11,1.6,1,-0.4,4.3,5,33
C[C@@H](NC(=O)[C@@H]1Cc2ccccc2CN1C(=O)OC(C)(C)C)C(=O)NC1CCCCC1,2,-0.4,0.5,-1.1,-0.6,0.1,2,-0.8,-0.3,3,0
O=C1NC(=O)C(Cc2ccc(Cl)cc2)(c2ccccc2)N1 (stereo unspecified),0,-1.3,-0.4,-1.9,0.5,-0.8,1,-1.5,0.2,-3,-4
N=c1ncn(CC(O)CO)c2nc(N3CCOCC3)[nH]c12 (stereo unspecified),-2,-0.4,-1.2,2.4,0.0,-0.4,6,-1.1,-0.5,3,0
O=C(c1n[nH]c(=O)c2ccccc12)N1CCN(c2ccc(F)cc2)CC1,-3,0.1,1.0,1.8,0.8,-0.8,0,-1.3,-2.2,4,0
CCOC(=O)C1CCN(C(=O)COC(=O)CCOc2ccc(C)cc2)CC1,2,0.3,1.3,0.6,-0.5,-0.2,-3,-0.9,-0.8,1,1
CC(C)Cn1c(N)c(C(=O)COC(=O)CCNS(=O)(=O)c2ccccc2)c(=O)n(C)c1=O,-5,-0.9,0.8,-1.1,-0.3,-2.1,0,-1.3,-1.6,-12,4
CC(NC(=O)c1ccccc1NS(=O)(=O)c1ccc(CCC(=O)O)cc1)c1ccccc1 (stereo unspecified),-2,0.7,0.4,2.5,-0.7,0.6,3,-1.5,-0.1,5,0
O=C1CN(C(=O)COC(=O)CCC(=O)c2ccc(Cl)cc2)c2ccccc2N1,-3,-0.4,0.3,-1.0,0.4,-1.6,-5,-0.7,0.8,-5,9
O=C(CSc1nnc(-c2ccccc2)n1-c1ccccc1)NCc1ccco1,0,-0.1,-1.7,1.4,-0.1,-1.6,-1,-1.1,-1.6,-1,-9
Cc1c(NC(=O)/C(C#N)=C/c2ccc(-c3cccc(Cl)c3)o2)c(=O)n(-c2ccccc2)n1C,-4,-1.1,-0.9,0.9,0.6,-1.8,15,-1.8,0.3,-14,16
CCOC(=O)C1=C(N)Oc2cc(O)ccc2C1c1ccc(Br)cc1 (stereo unspecified),-1,0.0,1.4,0.7,0.3,-2.2,9,-0.3,-2.1,-13,53*
COc1ccccc1OCC(=O)NCCSCc1ccccc1Cl,1,1.0,0.1,0.3,-0.3,-2.0,0,-1.2,0.2,-3,-2
O=C(Cn1c(=O)oc2ccccc21)Nc1n[nH]c(=S)s1,-5,0.7,1.3,0.7,0.1,0.8,2,-1.2,0.3,8,2
COc1ccc(C2=Nn3c(nnc3C3CCCCC3)SC2)cc1OC,14*,-0.3,-0.9,13*,0.3,-5.1,7,-2.4,-8.1,-2,8
OCCn1c(-c2ccc3c(c2)OCO3)csc1=Nc1ccccc1,-2,-1.4,-0.8,0.6,-0.9,-3.1,0,-1.2,-3.1,3,2
Brc1ccc2nc(CSc3ncn[nH]3)cn2c1,6,0.6,2.0,1.0,-0.6,1.1,-8,-1.1,4.0,5,-2
COc1ccc(NC(=O)c2ccc3c(c2)NC(=O)CS3)cc1S(=O)(=O)Nc1ccc(Br)cc1,1,0.1,-0.1,-1.2,0.5,-1.1,5,-2.0,-2.8,-15,-4
O=C(Cc1ccccc1F)Nc1ccccc1N1CCCC1,-2,0.9,0.2,0.0,0.0,-1.4,1,-1.3,0.4,7,-4
COc1ccc(NC(=S)N(CCN2CCOCC2)C2CCN(C(C)=O)CC2)cc1Cl,2,0.0,1.6,2.6,0.0,-0.1,8,-1.6,0.9,8,-5
COC(=O)[C@]12C[C@H](CC(=O)NCc3ccc(OC)c(OC)c3)C(=O)N(CCc3ccc(OC)c(OC)c3)C1=C[C@H](C1CCCC1)O[C@@H]2C,-2,-1.6,nt,nt,0.1,-2.5,-5,-1.4,-1.4,-20,4
Cc1cccc(C(=O)NCCC(=O)Nc2ccc(F)c([N+](=O)[O-])c2)c1,5,-0.2,-1.4,-1.6,0.0,-0.9,-1,-1.1,-0.6,4,-5
COc1ccc(C(CNC(=O)C(C)(C)Oc2ccc(Cl)cc2)N2CCCCC2)cc1 (stereo unspecified),-2,-0.7,0.1,-0.6,-0.6,-2.0,-17,-1.6,0.7,-1,-13
O=C(COC(=O)/C=C/c1ccco1)NC1CCCCC1,4,2.3,0.2,0.8,-0.6,-2.2,0,0.0,1.6,-5,-1
COC(=O)Nc1ccc(S(=O)(=O)N2CCCC(C(=O)N3CC(C)OC(C)C3)C2)cc1 (stereo unspecified),0,-0.5,-0.8,0.3,-0.4,-0.2,1,-1.0,-2.8,-5,3
Nc1cc(C(=O)O)ccc1N1CCCCCC1,-1,0.1,0.7,-4.0,0.1,-0.3,1,0.1,-1.8,3,2
O=C(c1cccc(F)c1)N1CCN(Cc2ccc3c(c2)OCO3)CC1,0,-0.8,0.8,-0.5,0.3,-2.2,-6,-1.0,-0.9,-1,-2
O=C(Nc1ccc(-c2csc(Nc3cccc(C(F)(F)F)c3)n2)cc1)c1ccccc1,2,0.2,-1.7,-0.5,-0.6,0.1,-7,-1.1,0.9,-5,-4

# 4 compounds already listed, sorted by heavy-atom count, highest first.
SMILES,SMARCA2 activ,DAX1 inh-1,DAX1 inh-2,FXN GAA850 act,KLK7 zymogen act,hcDAF-12 act,GC-B act,ssDAF-12 act,hgDAF12 agonist,sPLA2-III inh,NPR1 activator
CC(=O)Nc1ccc(NC(=O)CSc2ncc(C(=O)Nc3ccc(F)cc3)c(=O)n2C)cc1,2,1.0,0.8,4.9,-11,1.6,1,-0.4,4.3,5,33
O=C(Nc1ccc(-c2csc(Nc3cccc(C(F)(F)F)c3)n2)cc1)c1ccccc1,2,0.2,-1.7,-0.5,-0.6,0.1,-7,-1.1,0.9,-5,-4
O=C(Cc1ccccc1F)Nc1ccccc1N1CCCC1,-2,0.9,0.2,0.0,0.0,-1.4,1,-1.3,0.4,7,-4
COc1ccc(C(=O)n2cnc(N)n2)cc1,-3,-0.4,-2.3,1.6,-0.1,0.0,4,-1.4,0.6,0,6

# (more compounds)
SMILES,SMARCA2 activ,DAX1 inh-1,DAX1 inh-2,FXN GAA850 act,KLK7 zymogen act,hcDAF-12 act,GC-B act,ssDAF-12 act,hgDAF12 agonist,sPLA2-III inh,NPR1 activator
COC(=O)CNC(c1ccccc1)c1cc(Br)ccc1NC(=O)OCc1ccccc1 (stereo unspecified),0,0.3,-1.0,-0.9,0.1,-1.8,-18,-1.5,0.7,-2,-11
FC(F)(F)C(F)(F)C(F)(F)c1nnc2ccc(N3CCOCC3)nn12,0,-1.1,1.6,3.3,0.3,-0.4,-5,-0.8,2.2,-5,4
COc1ccc(C(=O)NNC2=Nc3cccc4cccc2c34)cc1,-1,-0.8,1.4,-0.9,-0.4,0.6,-7,-0.8,0.7,7,-10
O=C(Cn1ccc([N+](=O)[O-])n1)Nc1ccccn1,-3,0.0,2.5,0.6,-0.4,0.9,-1,-1.0,0.3,-3,1
O=C(c1cccc(S(=O)(=O)N2CCc3ccccc32)c1)N1CCN(c2ccccn2)CC1,-1,-1.4,-5.6,-7.0,0.5,-1.3,-5,-2.0,-8.7,-9,-7
CCOC(=O)C1=C(CN2CCN(C(=O)c3ccco3)CC2)NC(=O)NC1c1ccc(OC)cc1 (stereo unspecified),3,-0.1,-0.2,-0.5,-0.1,-2.8,-1,-2.0,-2.1,-4,-2
Cc1ccc(NC(=S)Nc2ccc(Br)cc2)cc1,-1,0.0,0.8,3.5,0.6,-1.3,-2,-0.9,1.6,9,4
CC1=CC(C)(C)N2C(=O)C3(C(C#N)=C(N)OC4=C3C(=O)CC(C)(C)C4)c3cc(C)cc1c32 (stereo unspecified),-2,-1.0,-0.8,0.2,0.2,-2.4,-6,-1.2,-1.8,-8,-13
CSc1cccc(NC(=S)N(CCC(C)C)C2CCN(C(C)=O)CC2)c1,-2,-0.5,1.6,-0.1,0.7,-0.6,-2,-1.3,-1.5,1,-1
S=c1[nH]nc(-c2cc(-c3ccsc3)n[nH]2)n1-c1cccc2ccccc12,1,0.1,-0.2,3.2,-0.6,1.1,-9,-1.4,0.5,-15,-2

# Complete entries as entered above. Order of values: SMARCA2 activ, DAX1 inh-1, DAX1 inh-2, FXN GAA850 act, KLK7 zymogen act, hcDAF-12 act, GC-B act, ssDAF-12 act, hgDAF12 agonist, sPLA2-III inh, NPR1 activator
# Entry for S=c1[nH]nc(-c2cc(-c3ccsc3)n[nH]2)n1-c1cccc2ccccc12 = 1, 0.1, -0.2, 3.2, -0.6, 1.1, -9, -1.4, 0.5, -15, -2
# Entry for CC1=CC(C)(C)N2C(=O)C3(C(C#N)=C(N)OC4=C3C(=O)CC(C)(C)C4)c3cc(C)cc1c32 (stereo unspecified) = -2, -1.0, -0.8, 0.2, 0.2, -2.4, -6, -1.2, -1.8, -8, -13

# Compound activity (PubChem)
